EWS-Fli inh: EWS/Fli-driven NR0B1 reporter inhibitors, primary screen, A673 cells, NR0B1 luciferase, luminescence, MLPCN library; viability-normalised; inhibition, % at 12.6 µM; actives 0.67% (n = 350,000);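 active = mean inhibition of at least 50% after viability correction, with every replicate also passing that limit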;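 also: firefly luciferase signal divided by Alamar Blue viability fluorescence both relative to DMSO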
PglD inh: C. jejuni PglD acetyltransferase inhibitors, primary screen, biochemical, DTNB colorimetric, single point | UDP-N-acetylbacillosamine N-acetyltransferase PglD (Campylobacter jejuni) | actives 0.098% (n = 360,000) | inhibition, % at 12.5 µM | purified PglD enzyme, DTNB colorimetric CoA detection; in the data active = inhibition above about 16%, passing the limit was not always enough; also: strong numbers were not always called active
LGR2 antag: inhibitors of bursicon-induced LGR2 CRE-luciferase signal, primary screen, cell-based, HEK293, CRE-luciferase reporter, bursicon stimulation; Drosophila bursicon receptor LGR2 (rickets); bursicon-stimulated, 4 h; actives 0.35% (n = 380,000); inhibition, % at 9.99 µM;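 active = drop in luminescence signal, shown as inhibition above about 50% in the replicate tests, limit read from the data, passing the limit was not always enough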;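 also: agonist challenge used bursicon conditioned medium at about half maximal strength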
FN deposit inh: inhibitors of fibronectin matrix deposition, primary screen, AH1F cells, Alexa488-fibronectin fluorescence, plate reader | AH1F fibroblasts, overnight | inhibition, % at 12.6 µM | actives 0.086% (n = 350,000) | AID 743247, 2014;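 active = mean inhibition across replicates of 30% or more, regardless of how many single replicates reach that level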;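 also: positive control wells lacked labelled fibronectin entirely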
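Assay system: AH1F fibroblasts assembling fluorescent fibronectin matrix; Amount: 10000 AH1F cells per well; Buffer or medium: DMEM, 2% serum; Probe or stimulus: Alexa488-fibronectin, 24 nM final in well; Doses: single compound dose, delivered by pin transfer; Incubation: 1 h adhesion, overnight exposure; Measured by: fluorescence 485/525 nm; Read-out: fibronectin deposition inhibition.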
S100A4 MyoIIA: inhibitors of S100A4-myosin IIA peptide binding, primary screen, biochemical, fluorescence polarization, TAMRA-MyoIIA peptide. Protein S100-A4 (Homo sapiens), P26447. inhibition, % at 10.7 µM. actives 0.14% (n = 360,000). AID 652163, 2013;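 active = mean inhibition of at least 70% across replicates, with every replicate also reaching that level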
Target sequence (P26447 whole entry, looked up): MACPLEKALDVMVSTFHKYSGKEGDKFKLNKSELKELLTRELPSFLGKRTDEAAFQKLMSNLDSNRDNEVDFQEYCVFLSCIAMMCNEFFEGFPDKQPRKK
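Material: S100A4 monomer protein / Buffer or medium: 50 mM HEPES pH 7.2, 10 mM CaCl2, 100 mM KCl / Times: 5 min incubation before reading / Benchmarks: neutral control DMSO, positive control TFP / Reagent: labelled myosin peptide probe, 5 nM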
ERAP1 HTS inh: human ERAP1 aminopeptidase inhibitors, primary screen, biochemical, single point, plate reader. actives 0.15% (n = 340,000). recombinant ERAP1, Leu-AMC fluorescence, 60 min. Endoplasmic reticulum aminopeptidase 1 (Homo sapiens), Q9NZ08. inhibition, % at 10.7 µM;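 active = mean replicate inhibition of at least 30%, or all replicates individually reaching that 30% level; inactive = mean below 30% and not every replicate reaching it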;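 also: 0% = neutral control wells and 100% = L-leucinethiol positive control wells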
Target sequence (Q9NZ08 whole entry, looked up): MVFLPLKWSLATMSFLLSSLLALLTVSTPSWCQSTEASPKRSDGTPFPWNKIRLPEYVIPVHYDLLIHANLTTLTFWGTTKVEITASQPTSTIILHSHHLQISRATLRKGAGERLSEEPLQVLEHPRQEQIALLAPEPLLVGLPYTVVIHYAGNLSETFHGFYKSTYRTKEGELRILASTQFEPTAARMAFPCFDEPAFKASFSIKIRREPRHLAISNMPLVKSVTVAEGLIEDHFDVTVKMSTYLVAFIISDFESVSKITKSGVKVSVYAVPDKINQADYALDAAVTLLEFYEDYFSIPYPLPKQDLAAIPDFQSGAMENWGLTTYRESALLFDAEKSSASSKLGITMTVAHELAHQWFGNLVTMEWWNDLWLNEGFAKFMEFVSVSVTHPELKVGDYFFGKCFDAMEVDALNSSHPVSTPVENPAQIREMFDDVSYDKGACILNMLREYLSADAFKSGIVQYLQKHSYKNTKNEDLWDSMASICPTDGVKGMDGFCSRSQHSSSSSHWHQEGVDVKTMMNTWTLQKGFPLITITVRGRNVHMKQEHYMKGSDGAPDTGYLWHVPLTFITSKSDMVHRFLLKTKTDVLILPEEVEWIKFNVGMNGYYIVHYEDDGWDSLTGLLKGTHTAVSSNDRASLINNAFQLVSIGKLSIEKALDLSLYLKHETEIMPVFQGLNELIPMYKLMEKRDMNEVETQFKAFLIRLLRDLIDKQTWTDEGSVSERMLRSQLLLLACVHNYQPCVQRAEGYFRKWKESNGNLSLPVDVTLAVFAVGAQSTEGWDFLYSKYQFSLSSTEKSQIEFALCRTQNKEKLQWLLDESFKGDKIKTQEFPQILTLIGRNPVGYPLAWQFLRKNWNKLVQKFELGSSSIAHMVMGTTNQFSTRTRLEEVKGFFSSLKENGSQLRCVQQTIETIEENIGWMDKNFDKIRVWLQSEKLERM
PGC1a acetyl inh: inhibitors of PGC1a acetylation signal, primary screen, cell-based, U2OS, AlphaScreen, inhibitor mode | AlphaScreen anti-acetyl-lysine; with virally co-expressed GCN5 acetyltransferase | inhibition, % at 15.6 µM | actives 0.17% (n = 350,000);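 active = every replicate shows inhibition of at least 40%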;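 also: 0% = neutral control wells and 100% = positive control wells; some results beyond the cut were filed as inactive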
PAX8 inh HTS: inhibitors of PAX8-driven TPO luciferase reporter, primary screen, RMG-I cells, single concentration | SteadyGlo, 24 h | inhibition, % at 12.6 µM | actives 1.2% (n = 360,000) | AID 652154, 2013;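 active = mean replicate inhibition at least 60% with every replicate also reaching 60%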;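 also: luciferase light reporting Pax8 driven TPO promoter activity; plate controls were median of neutral control wells for no effect and mitoxantrone controls for full effect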
* marks the source's active call; other numbers are inactive results; / = not tested or not shown.

SMILES	EWS-Fli inh	PglD inh	LGR2 antag	FN deposit inh	S100A4 MyoIIA	ERAP1 HTS inh	PGC1a acetyl inh	PAX8 inh HTS
N/C(=N\OC(=O)c1cc(Br)ccc1Cl)c1cccnc1	-11	/	-31	-21	-1	-5	/	-1
COC(=O)c1ccc(NC(=O)COC(=O)C2=NN(c3ccccc3)C(=O)CC2)cc1	-2	-1	-1	7	4	3	4	-4
COc1ccc(Cc2c(-c3cccc(Br)c3)nc3cc(C)c(Br)c(C)n23)c(C)c1	2	/	1	19	-3	2	/	24
CN(C)CCCn1c2c(c(SCC(=O)Nc3ccc4c(c3)OCO4)nc1=O)CCCC2	-3	2	17	1	1	1	/	3
COc1ccc(S(=O)(=O)N(C)C[C@@H]2OCCCC[C@H](C)Oc3ccc(N(C)C)cc3C(=O)N([C@@H](C)CO)C[C@@H]2C)cc1	3	-2	6	/	-6	1	-1	15
C[C@@H]1CN([C@@H](C)CO)S(=O)(=O)c2ccc(C#CC3CC3)cc2O[C@H]1CN(C)C(=O)C1CCC1	11	-2	1	/	-17	-2	-7	/
CC1CCN(c2cc(N(C)CCO)c([N+](=O)[O-])c3nonc23)CC1	14	-6	3	9	1	8	5	-9
CCOc1ncccc1C(=O)Nc1cccc(-c2nnc3n2CCCCC3)c1	5	-8	10	-11	0	-2	3	16
CO[C@H]1CN(C)C(=O)c2ccc(NC(=O)C3CC3)cc2OC[C@@H](C)N(Cc2cccc(F)c2)C[C@H]1C	-5	4	-3	-1	/	/	-1	13
O=C(O)C1CCN(C(=O)c2ccccc2Cl)CC1	/	3	6	4	/	/	-5	/
O=C(NNC(=S)NC(=O)c1ccccc1[N+](=O)[O-])c1ccccc1[N+](=O)[O-]	-3	-1	5	/	1	2	12	/
Cc1ccc(S(=O)(=O)NC(=O)Nc2nccs2)cc1	-1	-4	-4	11	7	5	/	5
CCc1ccc(NC(=O)CN2C(=O)CC(C)S(=O)(=O)c3ccccc32)cc1 (stereo not given)	/	1	-1	1	-1	2	9	-12
C[C@@H]1CN([C@@H](C)CO)C(=O)c2cc(C3=CCCCC3)cnc2O[C@H]1CN(C)Cc1ccccc1C(=O)O	-1	2	-9	/	4	0	-4	/
CCc1cccc(C)c1NC(=O)COC(=O)CNS(=O)(=O)/C=C/c1ccccc1	/	-1	12	/	/	/	3	14

Sorted by length of the SMILES (low to high): 4 of the compounds above
SMILES	EWS-Fli inh	PglD inh	LGR2 antag	FN deposit inh	S100A4 MyoIIA	ERAP1 HTS inh	PGC1a acetyl inh	PAX8 inh HTS
CCOc1ncccc1C(=O)Nc1cccc(-c2nnc3n2CCCCC3)c1	5	-8	10	-11	0	-2	3	16
CC1CCN(c2cc(N(C)CCO)c([N+](=O)[O-])c3nonc23)CC1	14	-6	3	9	1	8	5	-9
C[C@@H]1CN([C@@H](C)CO)S(=O)(=O)c2ccc(C#CC3CC3)cc2O[C@H]1CN(C)C(=O)C1CCC1	11	-2	1	/	-17	-2	-7	/
C[C@@H]1CN([C@@H](C)CO)C(=O)c2cc(C3=CCCCC3)cnc2O[C@H]1CN(C)Cc1ccccc1C(=O)O	-1	2	-9	/	4	0	-4	/

(list continues)
SMILES	EWS-Fli inh	PglD inh	LGR2 antag	FN deposit inh	S100A4 MyoIIA	ERAP1 HTS inh	PGC1a acetyl inh	PAX8 inh HTS
Cc1cnc(NC(=O)C2CCC(C(C)(C)C)CC2)s1 (stereo not given)	-102	-2	-36	0	-3	-4	-12	-81
CN(C(=O)COC(=O)CCCN1C(=O)c2cccc3cccc(c23)C1=O)C1CCS(=O)(=O)C1 (stereo not given)	0	2	-6	3	-3	6	11	-23
COc1cc(NC(=O)COc2ccc(Cl)cc2)ccc1NC(=O)C(C)C	1	/	-11	0	-1	/	-1	14
C1CCN(Cc2nnnn2CC2CCCO2)CC1 (stereo not given)	3	-2	-15	12	-3	-9	6	-11
C[C@H](CO)N1C[C@H](C)[C@@H](CN(C)Cc2ccncc2)OCCCC[C@H](C)Oc2ccc(NS(C)(=O)=O)cc2C1=O	-3	2	21	/	-1	3	29	-8
CC(C)Oc1ccc(C(=O)NCCCNC(=O)c2ccccn2)cc1	5	-6	3	4	-2	-6	-7	-5
Cc1nnc(SCC(=O)N2CCOCC2)c2ccccc12	/	-2	/	7	/	/	10	15
CCCc1nnc2c(N(C)S(=O)(=O)c3ccc(C)cc3)nc3ccccc3n12	-4	/	0	2	-5	0	/	16
COc1ccccc1CNC(=O)C[C@@H]1CC[C@H]2[C@@H](COC[C@H](O)CN2C(=O)Nc2ccccc2)O1	6	-3	0	0	0	-4	6	7
Cc1cccc(CNC(=O)C2CCC(=O)N(CCc3cccc(F)c3)C2)n1 (stereo not given)	/	1	12	0	3	-1	12	0
COC(=O)c1ccc(NC(=O)CN2CCN(CCO)CC2)cc1	-5	8	0	-1	-3	-1	/	2
CCc1cc(C(=O)Nc2cc(S(=O)(=O)N(CC)CC)ccc2N2CCN(C)CC2)sc1C	6	-1	1	-2	-4	3	/	-14
O=C(NN1C(=O)NC2(CCCCC2)C1=O)c1ccc(-c2ccc([N+](=O)[O-])cc2)o1	/	-2	-4	/	0	4	/	2
COCCCNC(=O)c1ccc2nc(Cc3ccc(OC)cc3)oc2c1	-99	3	-58	2	-4	0	/	-135
Cc1nc(C)c(C(=O)NNS(=O)(=O)c2ccccc2)s1	3	1	-7	-3	1	0	-8	2
O=S(=O)(c1ccc(=S)[nH]c1)N1CCCCC1	5	-7	/	-5	-16	0	-1	4
O=S(=O)(c1cccc(F)c1)N1CC[C@@H]2[C@H]1c1cc(C#Cc3cccc(F)c3)ccc1N[C@@H]2CO	-5	3	7	16	/	/	13	13
O=C(NCc1ccc(Cl)cc1)C1CCCN(c2ncnc3c2nc2n3CCCCC2)C1 (stereo not given)	13	-2	/	2	-1	3	/	2
CCCc1ccc(C(=O)Cn2nc(C(=O)O)c3ccccc3c2=O)cc1	10	/	-23	16	-2	0	3	-8
CC(C)C(Nc1ncnc2c1oc1ccccc12)C(=O)O (stereo not given)	8	/	/	4	0	1	2	10
CSc1nc(N2CCN(C)CC2)c2c(c1C#N)CC(C)(C)OC2	9	/	4	0	1	/	/	6
CSc1nc2ncncc2[nH]1	5	9	8	-8	2	1	-7	10
CCOC(=O)c1ccc(NC(=O)c2ccc3c(c2)C(=O)N(Cc2cccnc2)C3=O)cc1	/	2	-3	/	-9	-2	-1	2
CCOc1ccc(-c2noc(CCCC(=O)NC3CCCCC3)n2)cc1OC	-6	1	-15	1	-16	5	/	-2
COc1ccc(NC(=O)N(C)C[C@H]2Oc3ccc(NC(=O)CCCN(C)C)cc3C(=O)N([C@H](C)CO)C[C@H]2C)cc1	-3	-1	1	/	8	0	4	-4
CC1c2cc3c(cc2CCN1C(=O)c1ccc(Br)cc1)OCCCO3 (stereo not given)	46	-5	-1	12	-6	-1	/	34
CC(CN(C)Cc1ccccc1)OC(=O)c1ccc(F)cc1 (stereo not given)	-3	/	9	7	2	-6	/	-2
COc1cccc(NC(=O)Nc2ccc3c(c2)C(=O)N(C)[C@@H]2CC[C@@H](CC(=O)NCCc4ccccc4)O[C@@H]2CO3)c1	-2	-1	-9	-1	-4	0	/	5
c1ccc(C2c3[nH]c4ccccc4c3CCN2Cc2cccn2-c2cccnc2)nc1 (stereo not given)	11	/	-4	-8	3	3	-6	3
COc1ccc(CCNC(=O)c2ccc(CS(=O)Cc3ccc(C)cc3)o2)cc1OC (stereo not given)	/	-1	-11	9	1	-2	2	-2
COc1ccc(CNC(=O)CC(C)CC2=NS(=O)(=O)c3ccccc3N2)cc1 (stereo not given)	1	/	-8	6	1	3	1	-15
C=CCn1c(SCc2ccc(C(=O)O)cc2)nc2sc(C)c(C)c2c1=O	-7	/	-9	14	-1	7	4	-8
C[C@@H]1CN([C@H](C)CO)C(=O)CCCn2cc(nn2)CO[C@@H]1CN(C)Cc1cccc(C(=O)O)c1	-5	-2	9	1	4	-5	0	-5
c1cncc(CNc2ncnc3sccc23)c1	10	/	14	-11	0	7	/	-7
Cc1ccc(NC(=O)CCNS(=O)(=O)c2ccc3[nH]c(=O)oc3c2)cc1C	/	0	0	-4	-7	-2	13	4
Cc1ccccc1OCC(=O)OCn1nnc2ccccc2c1=O	-3	/	6	-3	-2	-3	2	11
COCc1cc(N2CCNC[C@@H]2C)ccc1N1CCN(Cc2ccccc2)[C@@H](C)C1	13	/	1	-1	-33	-1	/	-1
COc1ccc(C(=O)Oc2cccc(/C=N/NC(N)=S)c2)cc1	-2	/	3	/	-1	10	/	-11
Cc1ccc(S(=O)(=O)N2CCOCC2)cc1C(=O)Nc1ccccc1N1CCCC1	9	-1	9	-2	2	-1	-21	-14
CN1CCN(NC(=O)c2cn(-c3ccccc3)nc2-c2ccc(OC(F)F)cc2)CC1	6	/	-23	3	5	8	-3	-28
C[C@H]1CN([C@@H](C)CO)C(=O)c2c(c3ccccc3n2C)-c2ccccc2CO[C@@H]1CN(C)Cc1ccc(-c2ccccc2)cc1	3	/	23	3	7	1	/	82*
Cc1ccc2sc(-c3ccc(NC(=O)CCN4C(=O)c5ccccc5C4=O)cc3)nc2c1	32	/	-77	4	3	1	/	/
COc1ccc(NC(=O)c2ccc(NC(=O)CN3CCN(c4ccccc4O)CC3)cc2)cc1	2	3	/	-11	5	-1	-5	-2
NS(=O)(=O)c1ccc(N/C=C/C(=O)c2ccc(Br)cc2)cc1	-86	-5	-42	-8	-4	1	9	-101
CNc1nc(OCC#N)nc(N2CCCCC2)n1	-9	/	6	-16	-4	-1	/	3
C[C@H](CO)N1C[C@H](C)[C@H](CN(C)Cc2ccc(C(F)(F)F)cc2)Oc2ccc(NC(=O)Cn3cnnn3)cc2CC1=O	-5	-3	8	/	-6	1	1	-21
C=CCn1c(-c2sc(-c3ccccc3)nc2C)n[nH]c1=S	11	/	1	-4	3	8	3	2
CCN(CC)CCCN(C(=O)c1ccc(OC)cc1)c1nc(-c2ccc(OC)cc2)cs1	23	-6	15	0	4	12	-1	12
C/C=C/c1ccc2c(c1)O[C@@H](CN(C)C(=O)NCCC)[C@H](C)CN([C@H](C)CO)S2(=O)=O	-2	-4	-1	/	-2	2	5	-11
CS(=O)(=O)c1ccccc1C(=O)Nc1ccccc1Cc1ccccc1	1	/	2	-34	-1	1	/	2
O=S(=O)(N[C@@H]1CC[C@H](CCn2cc(C3(O)CCCC3)nn2)O[C@H]1CO)c1ccc(Cl)cc1	-136	-2	9	/	47	0	-15	-6
CCCCN(C(=O)C1CC(=O)N(c2ccc(C)cc2)C1)c1c(N)n(CCC)c(=O)[nH]c1=O (stereo not given)	0	2	39	/	0	6	/	1
CC(C)NC(=O)N(C)C[C@H]1OCCCC[C@H](C)Oc2ccc(NC(=O)CCC(F)(F)F)cc2C(=O)N([C@H](C)CO)C[C@H]1C	/	-3	2	-3	8	1	-7	-15
CCC(=O)c1ccc(OCC(=O)N2CCN(C(=O)c3ccccc3)CC2)cc1	4	-3	-4	-2	-5	-2	7	6
COc1ccc(OC)c(S(=O)(=O)N2CCCc3ccccc32)c1	/	0	/	6	1	/	-29	/
